USP1 inh – Inhibitors of USP1/UAF1: Primary Screen | Ubiquitin carboxyl-terminal hydrolase 1 (Homo sapiens), O94782 | recombinant USP1/UAF1, Ub-Rhodamine cleavage fluorescence | Potency, µM (doses to about 57.1 µM), for the others: at the highest dose activity change, negative = inhibition, most hits filed as inhibitors | 390,000 tested, 0.23% active | AID 743255, 2014; further: potency means the concentration at half of the fitted maximal effect; on the % scale 0 is the no-effect control and ±100 the full control effect; nearly all actives have a fitted effect of over 60% in size; inactives centre near -12
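High-throughput fluorogenic screen: 1nM USP1/UAF1 complex, Ub-Rho substrate 150nM final, 50mM HEPES pH 7.8 with 0.5mM EDTA, 0.1 mg/ml BSA, 1mM TCEP and 0.01% Tween-20.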
TrxR1 inh – qHTS Assay for Inhibitors of Mammalian Selenoprotein Thioredoxin Reductase 1 (TrxR1): qHTS; recombinant rTrxR1, NADPH fluorescence consumption, selenite substrate; 390,000 tested, 1% active; Potency, µM (highest dose often 114 µM), for the others: top-dose activity change, negative = inhibition, most hits filed as inhibitors; further: potency means the concentration at half of the fitted maximal effect; on the % scale 0 is the no-effect control and ±100 the full control effect; nearly all actives have a fitted effect of over 65% in size
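Rat TrxR1 (90 nM in the dispensed reagent) was pre-reduced with 400 uM NADPH for 5 min at room temperature, then incubated with compound for 15 min. After 400 uM selenite was added, NADPH fluorescence (Ex 340/Em 450 nm) was followed for 8 min.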
TRHR ag – qHTS for Small Molecule Agonists and Allosteric Enhancers of Human TRH Receptor: Primary Screen for Agonists | 360,000 tested, 0.18% active | activation, % at 2 µM | Thyrotropin-releasing hormone receptor (Homo sapiens), P34981 | TRHR cells, calcium flux fluo-8, FDSS agonist mode | AID 493084, 2011; in the data active means activation above about 30%; further: 0% is about no effect
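TRHR-expressing cells, plated overnight in medium with 10% serum, were loaded with fluo-8 calcium dye at room temperature. After a 10 s baseline, library compound was pin-added and calcium release was recorded kinetically (ex 480/em 530) as agonist response.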
TRHR PAM – qHTS for Small Molecule Agonists and Allosteric Enhancers of Human TRH Receptor: Primary Screen for Enhancers. Thyrotropin-releasing hormone receptor (Homo sapiens), P34981. TRHR cells, fluo-8 calcium fluorescence, EC20 TRH enhancement. enhancement, % at 2 µM. 360,000 tested, 0.66% active; in the data active means enhancement above about 30%; further: 0% is about no effect
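Enhancer read-out: after compound pinning and an initial kinetic agonist-mode read, an EC20 of TRH (10 nM final) was injected and fluo-8 calcium signal (Ex 480/Em 530) followed at 1 s/cycle for 100 cycles in TRHR-expressing cells.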
TrxR1 substrate – qHTS Assay for Substrates of Mammalian Selenoprotein Thioredoxin Reductase 1 (TrxR1): qHTS; Thioredoxin reductase 1, cytoplasmic (Rattus norvegicus), O89049; purified TrxR1 substrate turnover, NADPH consumption readout; Potency, µM (highest dose often 114 µM), without a hit: at the highest dose activity change, negative = substrate turnover; 390,000 tested, 0.01% active; further: potency means the concentration at half of the fitted maximal effect; on the % scale 0 is the no-effect control and ±100 the full control effect; nearly all actives have a fitted effect of over 50% in size
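Rat TrxR1, dispensed at 90 nM, was prereduced with 400 uM NADPH (final) for 5 min at ~22 deg C, then incubated with compound 15 min before 400 uM selenite. A first-read NADPH fluorescence drop versus no-compound background flagged substrates.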
D2 ag – HTS Assay for Allosteric Agonists of the Human D2 Dopamine Receptor: Primary Screen for Agonists | D(2) dopamine receptor (Homo sapiens), P14416 | HEK293 T-REx D2 cells, calcium flux agonist mode | activation, % at 2 µM | 340,000 tested, 0.53% active | AID 485358, 2010;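 active means activation over 3 SD above normal in the single-dose calcium agonist read, cut at about 30% in these data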; further: 0% is about no effect
Target sequence (P14416 whole entry, looked up): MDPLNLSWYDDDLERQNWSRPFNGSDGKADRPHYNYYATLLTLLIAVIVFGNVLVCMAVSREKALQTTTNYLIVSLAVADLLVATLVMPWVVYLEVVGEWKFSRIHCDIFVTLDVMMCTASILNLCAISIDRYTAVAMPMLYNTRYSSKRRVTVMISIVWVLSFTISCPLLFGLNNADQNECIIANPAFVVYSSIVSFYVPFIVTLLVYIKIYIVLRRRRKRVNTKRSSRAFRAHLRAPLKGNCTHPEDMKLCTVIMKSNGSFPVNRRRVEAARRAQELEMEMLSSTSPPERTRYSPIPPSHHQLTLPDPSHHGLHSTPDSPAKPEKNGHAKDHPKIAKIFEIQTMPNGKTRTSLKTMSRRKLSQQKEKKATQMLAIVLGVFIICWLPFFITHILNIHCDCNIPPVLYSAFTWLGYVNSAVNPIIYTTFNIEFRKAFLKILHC
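Tetracycline-induced HEK293 Trex cells with D2 receptor force-coupled to calcium signaling, plated overnight at 30 C and loaded with no-wash calcium dye. Calcium flux read kinetically for 180 s after compound addition; responses flag agonists.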
IDH1 R132H inh – qHTS for Inhibitors of mutant isocitrate dehydrogenase 1 (IDH1): qHTS; Potency, µM (highest dose often 76.6 µM), for inactives: at the top dose activity change, negative = inhibition, most hits filed as inhibitors; 390,000 tested, 0.093% active; Isocitrate dehydrogenase [NADP] cytoplasmic (Homo sapiens), O75874; IDH1-R132H enzyme, NADPH consumption, diaphorase/resazurin fluorescence; further: potency means the concentration at half of the fitted maximal effect; on the % scale 0 is the no-effect control and ±100 the full control effect; nearly all actives have a fitted effect of over 65% in size
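IDH1-R132H (0.5 ug/mL) preincubated 30 min with compound, then NADPH (0.016 mM) and alpha-KG (2 mM) added; 80 min at RT, pH 7.5. Remaining NADPH coupled via diaphorase/resazurin to fluorescence (540/590 nm); concentration-response curves normalized to no-enzyme control.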
D2 antagonist – HTS Assay for Allosteric Antagonists of the Human D2 Dopamine Receptor: Primary Screen for Antagonists | inhibition, % at 10 µM | 340,000 tested, 2% active | HEK293 TREx D2 cells, calcium flux, dopamine EC80 | D(2) dopamine receptor (Homo sapiens), P14416; in the data active means inhibition above about 30%; further: 0% is about no effect
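Cells plated overnight at 30 C with tetracycline; no-wash calcium dye, 30–90 min RT; 10 s baseline; compound pinned; 180 s read; EC80 dopamine added; another 180 s read.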
Pin1 inhibitor – qHTS Assay to Find Inhibitors of Pin1; Peptidyl-prolyl cis-trans isomerase NIMA-interacting 1 (Homo sapiens), Q13526; Pin1 FP peptide displacement, HiFluor488, 10 min; Potency, µM (top dose mostly 115 µM), for the others: at the highest dose activity, negative = inhibition, usual class: inhibitors; 390,000 tested, 0.009% active; AID 504891, 2011; active means well fitted inhibition curve with a large enough effect in the polarisation, with a control signal flat, not every such curve was filed as active; inconclusive means small, poorly fitted or top-dose-only effect, or effect the other way, or a change in a side signal; inactive means no such curve, though single readings can be large or run the other way; the % refers to the polarisation; further: potency means the concentration at half of the fitted maximal effect; on the % scale 0 is the no-effect control and ±100 the full control effect
Target sequence (Q13526 whole entry, looked up): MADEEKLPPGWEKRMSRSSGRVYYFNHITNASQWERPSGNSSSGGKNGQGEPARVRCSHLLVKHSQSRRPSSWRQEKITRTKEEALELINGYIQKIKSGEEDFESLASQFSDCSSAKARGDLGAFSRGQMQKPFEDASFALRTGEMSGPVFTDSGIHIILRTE
Active calls of the source: *; ? = inconclusive; nt = not tested or not shown; [ ] = dose if it differs, or a comment. Unless noted, the call rests on the fitted dose curve; in most records, active means well fitted inhibition curve with a large enough effect; inconclusive means small, poorly fitted or top-dose-only effect; inactive means no such curve, though single readings can be large or run the other way. Some of the compounds tested (hit frequency here may not be typical).

1: OCCCNc1c2ccccc2nc2ccccc12
2: O=C(Nc1cc(S(=O)(=O)N2CCOCC2)ccc1OCC(F)(F)F)C1=COCCO1
3: COc1ccc(S(=O)(=O)N(CC(=O)Nc2ccccc2C(=O)N2CCOCC2)c2ccc(F)cc2)cc1
4: NC(=O)c1cccc(S(=O)(=O)N2CC(c3ccccc3)CC2=O)c1 (configuration not stated)
5: O=S(=O)(Nc1ccccn1)c1cccc(S(=O)(=O)c2ccc(Cl)cc2)c1
6: Cc1nc(N2CCN(C(=O)CCC(=O)O)CC2)c2c(C)c(C)sc2n1
7: CCOC(=O)CSc1nc2c(sc3ccccc32)c(=O)n1CCc1ccccc1
8: CCCCCCn1cnc2c(c1=O)c1nc3ccccc3nc1n2Cc1cccs1
9: N/C(=N\OC(=O)c1ccoc1)c1ccc(Br)cc1
10: O=C(Nc1nc(-c2ccc3c(c2)OCO3)cs1)C1COc2ccccc2O1 (configuration not stated)
compound no.	1	2	3	4	5	6	7	8	9	10
D2 ag	-0.7	-0.1	-0.4	nt	-4.5	0.1	0.7	0.3	-0.9	0.2
USP1 inh	-11%	0%	-11%	-10%	-6%	2%	-21%	-19%	-7%	-9%
TrxR1 substrate	12%	-2%	-8%	8%[57.1 µM]	-3%[57.1 µM]	6%	1%[57.1 µM]	3%	-2%	5%[57.1 µM]
Pin1 inhibitor	-18%	9%	0%	-3%	-4%	-4%	-2%	9%	-1%	9%
TrxR1 inh	-5%	9%	-6%	7%[57.1 µM]	19%[57.1 µM]	1%	13%[57.1 µM]	9%	-2%	3%[57.1 µM]
IDH1 R132H inh	4%	-4%	7%	0%	-4%	5%	1%	5%	-5%	1%
D2 antagonist	2	2	-9	nt	-17	-12	nt	0	-27	-3
TRHR ag	2.1	-0.3	-1.1	0.6	0.4	-0.3	-0.1	0.2	-0.2	0.1
TRHR PAM	2	3	11	-2	6	-3	-2	-3	4	-9

11: COC(=O)c1[nH]c2cc(OC)ccc2c1NC(=O)CN1CCOCC1
12: COc1ccc(S(=O)(=O)N2CC(=O)Nc3ccccc32)cc1F
13: C/C(=N/NC(=O)c1cc(C2CC2)[nH]n1)c1cccs1
14: CCN1CCN(c2ccc(S(=O)(=O)N3CCCCC3)cc2NC(=O)COc2ccc(F)cc2Cl)CC1
15: CCOc1cc(C2c3c(-c4ccc(Br)cc4)n[nH]c3C(=O)N2c2ccc(Cl)cc2)ccc1O (configuration not stated)
16: CC1(C)N=C(c2cccs2)C(C)(C)N1O
17: COc1ccc(-n2ncc3c2CC(C)(C)CC3NC(=O)c2ocnc2C)cc1 (configuration not stated)
18: COc1ccc(C(=O)Nc2ccccc2C(=O)Nc2cccnc2)cc1
19: CCC(C)Cn1c(S(=O)(=O)O)nc2ccccc21 (configuration not stated)
20: CC(C)Cn1ccc(=O)n(CC(C)C)c1=O
21: COC(=O)c1c(SC)nc2ccccc2c1OCc1cc(C)ccc1C
22: COc1cc(C(=O)NCc2ccc(S(N)(=O)=O)cc2)ccc1OCC(=O)N1CCOCC1
23: COc1ccc2cc3cc(C(=O)Nc4cc(OC)c(OC)c(OC)c4)oc3nc2c1
compound no.	11	12	13	14	15	16	17	18	19	20	21	22	23
D2 ag	-0.2	-0.8	-0.6	-0.7	0.4	0.8	0.0	4.0	1.5	0.8	0.5	0.1	-2.2
USP1 inh	nt	-9%	-8%	-10%	-34%	-5%	-10%	-5%	2%	8%	-29%	-8%	-20%
TrxR1 substrate	nt	2%	13%[57.1 µM]	0%	1%	13%[57.1 µM]	1%	7%	11%[57.1 µM]	-2%	3%[57.1 µM]	6%	-12%
Pin1 inhibitor	nt	0%	1%	-2%	37%[activator]	7%	-14%	0%	?	-3%	1%	4%	0%
TrxR1 inh	nt	23%	-3%[57.1 µM]	21%	-6%	-21%	7%	22%	6%[57.1 µM]	-4%[57.1 µM]	26%[57.1 µM]	12%	-16%
IDH1 R132H inh	nt	2%	12%	1%	-25%	-1%	-5%	-5%	7%	4%	6%	-4%	0%
D2 antagonist	-4	-10	13	-10	nt	-16	-6	5	3	-12	nt	17	-8
TRHR ag	0.7	-1.9	0.1	-0.4	0.7	0.9	-0.5	0.2	0.4	-0.5	-0.9	0.5	-0.8
TRHR PAM	2	1	-2	5	-1	-12	-4	2	4	6	13	-2	-9

Structures shown so far that contain a thiophene ring, fused or not:
6: Cc1nc(N2CCN(C(=O)CCC(=O)O)CC2)c2c(C)c(C)sc2n1
7: CCOC(=O)CSc1nc2c(sc3ccccc32)c(=O)n1CCc1ccccc1
8: CCCCCCn1cnc2c(c1=O)c1nc3ccccc3nc1n2Cc1cccs1
13: C/C(=N/NC(=O)c1cc(C2CC2)[nH]n1)c1cccs1
16: CC1(C)N=C(c2cccs2)C(C)(C)N1O
compound no.	6	7	8	13	16
D2 ag	0.1	0.7	0.3	-0.6	0.8
USP1 inh	2%	-21%	-19%	-8%	-5%
TrxR1 substrate	6%	1%[57.1 µM]	3%	13%[57.1 µM]	13%[57.1 µM]
Pin1 inhibitor	-4%	-2%	9%	1%	7%
TrxR1 inh	1%	13%[57.1 µM]	9%	-3%[57.1 µM]	-21%
IDH1 R132H inh	5%	1%	5%	12%	-1%
D2 antagonist	-12	nt	0	13	-16
TRHR ag	-0.3	-0.1	0.2	0.1	0.9
TRHR PAM	-3	-2	-3	-2	-12

Screening data from PubChem BioAssay.
